Ecoli WT growth – blocks growth of wild type E. coli BW25113; E. coli BW25113 growth inhibition, OD600; inhibition, % at 10 µM; 0.05% of 20,000 active; in the data active = inhibition above about 40%;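 also: bacteria exposed to compound for 20 hours at 37 °C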
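assay system = bacterial strain in a whole-cell growth screen | quantity = inoculum from a 1:1000 dilution of a 1.5 h subculture | buffer or medium = LB broth with 50 µg/mL kanamycin | compound dosing = one dose, 10 µM final | schedule = compound exposure of 20 h at 37 °C | technique = absorbance at 615 nm as a measure of bacterial growth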
The depositor's hits bear a star. The list is partial; count on the stated rates, not on these rows.

SMILES	Ecoli WT growth
Cc1cccc(-n2c(N)cc(=O)nc2SCC(=O)NC2CCCCC2)c1	-21
O=C(NCCCN1CCCC1=O)c1ccc2c(c1)OCO2	-18
O=C(NCc1ccoc1)c1ccc(NC(=O)c2ccccc2Cl)cc1	-27
O=C(CCN1C(=O)COc2ccccc21)N1CCN(c2ccccn2)CC1	-3
CSc1nsc(SC)c1NC(=O)OCCc1ccccn1	6
CCOC(=O)N1CCN(C(=O)CN(c2ccc3c(c2)OCO3)S(C)(=O)=O)CC1	-23
Cc1ccccc1OCc1nnc2n1CC(C)S2 (centres undefined)	5
COc1ccc(/C=N/O)cc1COc1ccc(NC(C)=O)cc1	-3
COc1ccccc1NC(=O)Cc1nn(C)c(=O)c2ccccc12	-28
O=CN1CCN(C2CC(=O)N(c3ccc4c(c3)OCO4)C2=O)CC1 (centres undefined)	-18
CN(C)CCNc1oc(-c2ccccc2F)nc1C#N	-1
COc1ccc(S(=O)(=O)N(C)CC(=O)Nc2ccc(F)cc2)cc1	-18
Cc1ccc(-c2c3c(=O)n(C)c(=O)n(C)c3cn2CCCN2CCOCC2)cc1	13
COc1ccc(S(=O)(=O)N2CCCC(C(=O)NCc3ccncc3)C2)cc1Cl (centres undefined)	-19
COc1cccc(C2C(C#N)=C(N)OC3=C2C(=O)CCC3)c1OC(=O)c1ccco1 (centres undefined)	-4
COC(=O)c1sc(N2C(=O)c3oc4ccccc4c(=O)c3C2c2cccs2)nc1C (centres undefined)	-12
Cc1nc2ncnn2c(C)c1CCC(=O)NCCCN1CCN(c2cccc(Cl)c2)CC1	-2
COc1ccc(-c2csc(N3CCN(Cc4ccc5c(c4)OCO5)CC3)n2)cc1	-17
CCCNC(=O)c1ccccc1NS(=O)(=O)c1ccc(OC)c(OC)c1	-6
CCCCc1nc2ccccc2n2cc3c(=O)n(C)c(=O)n(C)c3c12	8
COC(=O)c1ccc(Oc2nc(Nc3ccc(F)cc3)nc(N3CCCC3)n2)cc1	-17
CC(=O)N=c1sc2nc3ccccc3nc2n1N(C(C)=O)C(C)=O	-23
O=C(NC1CCCCC1)C(c1ccccc1)N(Cc1ccco1)C(=O)Cn1cnc2ccccc21 (centres undefined)	-4
Cc1c(C)n(C(=O)CN2CCN(c3ccccn3)CC2)c2ccccc12	-3
Clc1ccccc1-c1nnc2sc(-c3ccccn3)nn12	-4
Continued.
SMILES	Ecoli WT growth
Cc1cccc(N2CCN(Cc3c(C)n(C)n(-c4ccccc4)c3=O)CC2)c1C	3
CCC1CCCCN1c1nc(-c2ccncc2)nc2ccccc12 (centres undefined)	-2
Cc1ccc2c(c1)c(C)c(C)n2CC(O)Cn1nc(C)c(Br)c1C (centres undefined)	5
Cc1oc2c(C)c3oc(=O)c4c(c3cc2c1C)CCC4	-8
CC1CCCCN1CCNC(=O)C1CCN(S(=O)(=O)c2cccc3cccnc23)CC1 (centres undefined)	-1
CCOc1cc(C(N)=O)cc(OCC)c1OCC	4
CCCCN(C)C(=O)c1ccc(CS(=O)(=O)c2ccccc2C)o1	11
O=C(NC1CCCCCC1)C1CCCN(S(=O)(=O)c2cccs2)C1 (centres undefined)	-4
Cn1c(=O)cc(OCCCC(=O)N2CCCCC2)c2ccccc21	7
CC(=O)c1cc2c(cc1NC(=O)CSc1nnc(C)s1)OCO2	-18
Fc1ccc(-c2nc3nc4ccccc4nc3n2Cc2ccco2)cc1	-11
O=C(CCCn1c(=S)[nH]c2ccccc2c1=O)N1CCCCC1	-6
CCOC(=O)c1ccc(N2Cc3ccccc3C2)cc1O	-18
O=C(CN(Cc1ccco1)C(=O)c1cc(=O)[nH]c2ccccc12)Nc1ccccc1Br	-2
CCC(Sc1nnnn1-c1ccccc1)C(=O)NC(C)c1ccccc1 (centres undefined)	-16
Cc1cc(NC(=O)c2ccc3nc(-c4ccccc4)c(-c4ccccc4)nc3c2)no1	1
O=C(Cn1cnc2c(cnn2-c2ccc(F)cc2)c1=O)N1CCCc2ccccc21	6
COc1ccc(-c2nn3c(-c4cccc(C)c4)nnc3s2)cc1OC	9
COc1ccc(C(=O)CSc2nc(C)cc(=O)[nH]2)cc1	12
COc1ccc(NC(=O)CSc2nnc(-c3ccccc3C)n2N)cc1OC	-13
CCCCOC(=O)C1Cc2ccccc2C(=O)O1 (centres undefined)	-23
COc1ccc(OC)c(C2=NOC(C(=O)Nc3c(C)n(C)n(-c4ccccc4)c3=O)C2)c1 (centres undefined)	10
COc1ccc(C2C(C(C)=O)=C(O)C(=O)N2CCCn2ccnc2)cc1OC (centres undefined)	-20
CN(C)C(=O)N1CCC(C(=O)NC2CCCCCCC2)CC1	8
CC(C)(C)NC(=O)CSc1n[nH]c(=O)n1-c1ccccc1	-13
New compounds follow.
SMILES	Ecoli WT growth
CC(=O)c1ccc(OCC(O)CN2CCN(Cc3ccc4c(c3)OCO4)CC2)cc1 (centres undefined)	-2
C=CCN(C(=O)Nc1ccc(F)cc1)C1CC(=O)N(c2ccc(OC)cc2)C1=O (centres undefined)	-16
COc1ccccc1NC(=O)c1ccc(C)s1	4
CN(Cc1ccccc1)Cc1c[nH]c2ccccc12	-7
CC(=O)NC1=NC(=O)/C(=C/N2CCCCC2)S1	-2
Cc1nc2ccccc2c(=O)n1NC(=O)c1ccc(F)cc1Cl	-3
CCCCSc1c(C)c2cc3c(cc2[nH]c1=O)OCO3	-2
O=C(O)c1cc2c([nH]c1=O)CCCC2	-6
O=C(CSc1nnc(CN2CCOCC2)n1-c1ccccc1)Nc1ccc(Cl)cc1	-1
CCOC(=O)N1CCC(n2c(SCC(=O)Nc3ccccc3OC)nc3ccccc3c2=O)CC1	-18
COc1ccc2c(c1)CCc1c(C(=O)NCc3cccnc3)noc1-2	6
O=C(CCCN1C(=O)c2ccccc2C1=O)NCc1cccnc1	-3
COc1ccc(NC(=O)N(C2CCCCC2)C2CCN(C(C)C)CC2)c(OC)c1	2
CCOC(=O)CCNC(=O)Nc1ccc2nc(C)n(Cc3ccccc3Cl)c(=O)c2c1	-6
CN(C)c1ccc(C2C3=C(CCCC3=O)OC3=C2C(=O)CCC3)cc1	-3
O=C(c1ccco1)N1CCN(C2CC(=O)N(c3ccc4c(c3)OCO4)C2=O)CC1 (centres undefined)	-14
O=C(CN1C(=O)c2cccc3cccc1c23)Nc1ccc(S(=O)(=O)N2CCOCC2)cc1	-17
CC1(C)CC(=O)C(C#N)=C(NCCCO)C1	7
N#Cc1nc(-c2cccs2)oc1NCC1CCCO1 (centres undefined)	1
Cc1ccc(C)c(C(=O)n2cnnc2N)c1	-16
COc1ccc(OC)c(NC(=O)Nc2cccc(Cn3cccn3)c2)c1	-15
CC(=O)NCc1nc2ccccc2n1C(C)C	11
CC(=O)Nc1ccc(-c2cn3ccsc3n2)cc1	-20
O=C(c1ccccc1)c1nnc(-c2ccccc2F)o1	-20
Cc1cc(C)nc(NC(=O)CSc2nnnn2-c2ccccc2)n1	-16
Next results.
SMILES	Ecoli WT growth
Cc1ccc(C)c(S(=O)(=O)Nc2ccc3scnc3c2)c1	-9
COc1nc2c(C)cccc2cc1-c1noc(-c2ccco2)n1	-9
CSc1nsc(SCC(=O)N2CCc3ccccc32)n1	2
CCC1(C)CC(c2csc(N)n2)CCO1 (centres undefined)	0
Cn1c(SCc2nc3ccccc3s2)nnc1-c1cccs1	-9
C=CCOc1ccc(/C(O)=C2/C(=O)C(=O)N(CCN3CCOCC3)C2c2ccc(C)cc2)cc1 (centres undefined)	-22
COc1ccc(NC(=O)c2cc(OC)c(OC)c(OC)c2)cn1	-17
COCCNC(=O)c1cc2c(-c3ccccc3F)nn(C)c2s1	-1
COc1ccccc1C(=O)n1nc(-c2ccc(Cl)cc2)nc1N	-7
CN1C(C)(C)CC(NC(=O)CCC(=O)NC2CC(C)(C)N(C)C(C)(C)C2)CC1(C)C	-21
COC(=O)c1ccccc1NC(=O)CNC(=O)c1ccco1	-22
Cc1onc(-c2ccccc2Cl)c1C(=O)Nc1cccc(-c2cn3cccnc3n2)c1	-4
CCC(=O)Nc1ccc(N2CCN(C(=O)c3ccccc3C)CC2)cc1	-26
Cc1cc(NC(=O)C23CCC(C)(c4nc5cc(Cl)c(Cl)cc5nc42)C3(C)C)no1 (centres undefined)	6
CSc1ccccc1C(=O)N1CCOCC1	-2
CC(Sc1ccccc1)C(=O)Nc1ccc(S(=O)(=O)N2CCOCC2)cc1 (centres undefined)	-22
CC1CCc2nc(NC(=O)C3CCCO3)sc2C1 (centres undefined)	-19
CCCC(C)c1nnc(NC(=O)C2CCCO2)s1 (centres undefined)	7
CCOC(=O)c1ccc(CNC(=O)c2cc(C(C)(C)C)oc2C)o1	-11
CCN(CC)c1ccc(NC(=O)Nc2ccc(C(C)=O)cc2)cc1	-21
O=C(CN1C2=NCCN2c2ccccc21)c1ccco1	-4
CC(=C1C(=O)c2ccccc2C1=O)N1CCc2ccccc2C1	3
CCn1c(/C(C#N)=C(\O)CCc2ccccc2)nc2ccccc21	-30
C=CCN(c1ccc(C(N)=O)cc1)S(C)(=O)=O	-2
CCOc1ccccc1NC(=O)CCN1CCN(S(=O)(=O)c2ccc(Br)cc2)CC1	3

Nothing new here: entries from further up.
SMILES	Ecoli WT growth
Cc1ccc(C)c(S(=O)(=O)Nc2ccc3scnc3c2)c1	-9
COc1nc2c(C)cccc2cc1-c1noc(-c2ccco2)n1	-9
CSc1nsc(SCC(=O)N2CCc3ccccc32)n1	2
CCC1(C)CC(c2csc(N)n2)CCO1 (centres undefined)	0
Cn1c(SCc2nc3ccccc3s2)nnc1-c1cccs1	-9
C=CCOc1ccc(/C(O)=C2/C(=O)C(=O)N(CCN3CCOCC3)C2c2ccc(C)cc2)cc1 (centres undefined)	-22
COc1ccc(NC(=O)c2cc(OC)c(OC)c(OC)c2)cn1	-17
COCCNC(=O)c1cc2c(-c3ccccc3F)nn(C)c2s1	-1
COc1ccccc1C(=O)n1nc(-c2ccc(Cl)cc2)nc1N	-7
CN1C(C)(C)CC(NC(=O)CCC(=O)NC2CC(C)(C)N(C)C(C)(C)C2)CC1(C)C	-21
COC(=O)c1ccccc1NC(=O)CNC(=O)c1ccco1	-22
Cc1onc(-c2ccccc2Cl)c1C(=O)Nc1cccc(-c2cn3cccnc3n2)c1	-4
CCC(=O)Nc1ccc(N2CCN(C(=O)c3ccccc3C)CC2)cc1	-26
Cc1cc(NC(=O)C23CCC(C)(c4nc5cc(Cl)c(Cl)cc5nc42)C3(C)C)no1 (centres undefined)	6
CSc1ccccc1C(=O)N1CCOCC1	-2
CC(Sc1ccccc1)C(=O)Nc1ccc(S(=O)(=O)N2CCOCC2)cc1 (centres undefined)	-22
CC1CCc2nc(NC(=O)C3CCCO3)sc2C1 (centres undefined)	-19
CCCC(C)c1nnc(NC(=O)C2CCCO2)s1 (centres undefined)	7
CCOC(=O)c1ccc(CNC(=O)c2cc(C(C)(C)C)oc2C)o1	-11
CCN(CC)c1ccc(NC(=O)Nc2ccc(C(C)=O)cc2)cc1	-21
O=C(CN1C2=NCCN2c2ccccc21)c1ccco1	-4

Next part.
SMILES	Ecoli WT growth
COc1ccccc1CNC(=O)C1CCC(CNc2c(N3CCOCC3)c(=O)c2=O)CC1 (centres undefined)	-1
COC(=O)CNC(=O)c1c(C)cc(=O)oc1C	-1
CCCNS(=O)(=O)c1ccc(NC(=O)c2ccccn2)cc1	-16
Cc1ccccc1NC(=O)NCCCN1CCN(C2CCCCC2)CC1	-4
COc1ccc(-c2nc(-c3ccc(Br)cc3)no2)c(OC)c1	-22
O=C(c1cc2nc(C3CC3)cc(C(F)F)n2n1)N1CCOCC1	5
CCOC(=O)c1c(C)nc(-c2ccccc2)nc1NC(=O)C(C)C	-20
O=C(OCc1c(Cl)cccc1Cl)c1cnccn1	7
Cn1cnnc1SCC(=O)c1cc2ccccc2oc1=O	-14
CCOC(=O)c1ccc2[nH]c3c(c2c1)CCCCC3=O	-3
CCOc1ccc(Br)cc1S(=O)(=O)N1CC(C)OC(C)C1 (centres undefined)	-13
O=C(c1cc2ccccc2oc1=O)N1CCSC1c1ccco1 (centres undefined)	-5
COc1cccc(NC(=O)c2ncn[nH]2)c1	-19
O=C(NCc1ccco1)c1ccc2c(c1)C(=O)N(Cc1ccccc1)C2=O	-13
COC(=O)COc1ccc(S(=O)(=O)N2CCOCC2)cc1C	-15
O=C(c1ccc(Cl)c(F)c1F)N1CCCC1	-8
COC(=O)CN(c1ccc2c(c1)OCO2)S(C)(=O)=O	-3
CS(=O)(=O)N(CCc1ccccc1)CC(=O)NCc1ccc2c(c1)OCO2	5
O=C(CSc1nnc(-c2cccs2)n1-c1ccccc1)N1CCOCC1	1
O=C(CCC1CCCC1)NCCCN1CCOCC1	-14
CN(C(=O)COC(=O)C1CCN(S(=O)(=O)c2cccs2)CC1)C1CCS(=O)(=O)C1 (centres undefined)	4
c1ccc(Cn2nnc3c(N4CCCCCC4)ncnc32)cc1	1
CC(C)c1ccc(Nc2nc(NCc3ccco3)nc(N3CCOCC3)n2)cc1	-22
COc1cc(C)c(C)cc1S(=O)(=O)N1CCN(Cc2ccc3c(c2)OCO3)CC1	-22
Cc1cc(NC(=O)c2cnn3cccnc23)no1	-8
(further entries)
SMILES	Ecoli WT growth
CCN1CCN(c2c(Cl)cccc2NC(=O)c2ccc(Br)o2)CC1	-19
CCCCc1ccc(NC(=O)c2c(C)noc2C)cc1	-12
CCC1C(=O)n2nc(-c3ccccc3)cc2N=C1C (centres undefined)	1
O=C(CC(Cc1ccccc1)C(=O)O)NCCc1ccc2c(c1)OCO2 (centres undefined)	5
CN(Cc1ccccc1)S(=O)(=O)c1ccc2c(c1)OCCO2	-18
O=C(NCC1CCNCC1)c1ccncc1	-28
Cc1ccc(-c2nnc(N(C)C(=O)c3ccccn3)s2)cn1	2
COC(=O)CSc1ccccc1C(=O)OC	-18
CC(=O)NCCc1ccc(S(=O)(=O)Nc2cccnc2)cc1	-23
Cc1nn(C)c(C)c1CN(C)C(=O)c1cc2nc(-c3ccco3)cc(C(F)(F)F)n2n1	8
Cc1cc(Cl)c(S(=O)(=O)Nc2ccc3c(c2)OCCO3)cc1OCC(N)=O	8
CCOc1ccc(S(=O)(=O)Nc2ccc(S(=O)(=O)N3CCOCC3)cc2)cc1	-25
O=C(COc1ccccc1)Nc1ccccc1N1CCN(c2ccccc2)CC1	-1
COc1ccc(-c2oc3ncn(CCN4CCOCC4)c(=N)c3c2-c2ccc(OC)cc2)cc1	4

Screening results from PubChem BioAssay.
